Assay outcomes from PubChem.
GPR151 ag: activators of human GPR151; activation, % at 11.2 µM; AID 1508602; hit rate 1% among 650,000; PathHunter beta-arrestin GPR151 cells, luminescence; in the data active = activation above about 4.9%;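 also: 0% = median of compound wells and 100% = cells with positive control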
Target sequence (Q8TDV0 whole entry, looked up): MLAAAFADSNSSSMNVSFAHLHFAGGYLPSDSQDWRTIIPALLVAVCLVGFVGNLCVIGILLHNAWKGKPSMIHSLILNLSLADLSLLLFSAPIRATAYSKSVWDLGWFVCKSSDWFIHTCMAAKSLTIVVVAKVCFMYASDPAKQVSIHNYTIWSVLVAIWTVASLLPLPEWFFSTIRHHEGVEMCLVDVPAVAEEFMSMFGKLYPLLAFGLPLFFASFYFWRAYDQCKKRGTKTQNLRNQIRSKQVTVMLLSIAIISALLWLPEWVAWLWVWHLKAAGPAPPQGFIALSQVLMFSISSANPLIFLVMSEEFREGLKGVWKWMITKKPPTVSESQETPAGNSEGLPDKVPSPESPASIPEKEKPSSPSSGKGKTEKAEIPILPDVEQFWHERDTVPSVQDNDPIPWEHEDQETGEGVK
TEAD-YAP inh: TEAD-YAP interaction inhibition; HEK-TIYL cells, TEAD-Gal4/YAP UAS-luciferase luminescence; inhibition, % at 9.12 µM; hit rate 1.4% among 640,000; AID 1259422; in the data active = inhibition above about 32%;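 also: 0% = median of test compound wells and 100% = reference inhibitor wells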
FBW7 activator: human FBW7 E3 ligase activation, primary screen. Q969H0. AlphaScreen FBW7–phospho-cyclin E peptide binding, activator screen. normalized activity (activation), % at 26.1 µM. hit rate 0.13% among 650,000; in the data active = normalized activity above about 1.9%;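 also: purified mutant Fbw7 with reduced substrate affinity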
MITF inh: inhibitors of human MITF | hit rate 0.91% among 650,000 | AlphaScreen MITF homodimerization, bead proximity signal | inhibition, % at 2.6 µM; in the data active = inhibition above about 50%;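 also: 0% = vehicle wells with protein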
Target sequence (O75030 whole entry, looked up): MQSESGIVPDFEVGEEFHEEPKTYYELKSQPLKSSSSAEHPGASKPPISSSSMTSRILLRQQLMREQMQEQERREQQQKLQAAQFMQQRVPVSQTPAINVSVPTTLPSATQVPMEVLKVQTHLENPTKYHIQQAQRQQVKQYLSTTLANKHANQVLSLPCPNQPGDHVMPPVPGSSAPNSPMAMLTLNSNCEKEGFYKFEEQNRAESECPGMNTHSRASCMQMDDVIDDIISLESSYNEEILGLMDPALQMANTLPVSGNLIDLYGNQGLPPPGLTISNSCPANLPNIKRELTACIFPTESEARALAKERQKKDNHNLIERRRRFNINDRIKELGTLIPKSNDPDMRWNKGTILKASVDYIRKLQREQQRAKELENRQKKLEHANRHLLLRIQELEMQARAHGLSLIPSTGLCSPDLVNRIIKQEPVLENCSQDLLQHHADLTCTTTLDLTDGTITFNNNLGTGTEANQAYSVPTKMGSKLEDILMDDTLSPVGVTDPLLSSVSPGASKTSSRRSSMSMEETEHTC
* = called active by the depositor.

A first look (seven entries):
SMILES	GPR151 ag	TEAD-YAP inh	FBW7 activator	MITF inh
CC(=O)OCC1OC(Oc2ccccc2)C(OC(C)=O)C(OC(C)=O)C1OC(C)=O (stereo not drawn)	0.1	-1	-0.1	-8
CCC(C)OC(=O)C1=C(C)NC2=C(C(=O)CC(c3ccccc3)C2)C1c1cc2c(cc1Cl)OCO2 (stereo not drawn)	0.0	-5	0.2	-17
COC(=O)c1ccc(NC(=O)c2nc(SC)ncc2Cl)cc1	0.1	5	0.7	1
C/C(=N\NC(N)=S)c1ccc2c(c1)OCCO2	1.4	7	-0.2	0
Cc1ncc2c(c1CNC(=O)c1ccsc1)CCN(C(C)Cc1ccc(O)cc1)C2 (stereo not drawn)	-1.0	10	-0.1	5
CC(C)n1cc(CN2CCN(Cc3ccccc3)C(CCO)C2)cn1 (stereo not drawn)	0.6	-11	0.1	1
OCC1(CCc2ccccc2)CCN(Cc2cnc(N3CCCC3)s2)CC1	6.6*	-3	0.0	6

This part in full (from the top)
SMILES	GPR151 ag	TEAD-YAP inh	FBW7 activator	MITF inh
CC(=O)OCC1OC(Oc2ccccc2)C(OC(C)=O)C(OC(C)=O)C1OC(C)=O (stereo not drawn)	0.1	-1	-0.1	-8
CCC(C)OC(=O)C1=C(C)NC2=C(C(=O)CC(c3ccccc3)C2)C1c1cc2c(cc1Cl)OCO2 (stereo not drawn)	0.0	-5	0.2	-17
COC(=O)c1ccc(NC(=O)c2nc(SC)ncc2Cl)cc1	0.1	5	0.7	1
C/C(=N\NC(N)=S)c1ccc2c(c1)OCCO2	1.4	7	-0.2	0
Cc1ncc2c(c1CNC(=O)c1ccsc1)CCN(C(C)Cc1ccc(O)cc1)C2 (stereo not drawn)	-1.0	10	-0.1	5
CC(C)n1cc(CN2CCN(Cc3ccccc3)C(CCO)C2)cn1 (stereo not drawn)	0.6	-11	0.1	1
OCC1(CCc2ccccc2)CCN(Cc2cnc(N3CCCC3)s2)CC1	6.6*	-3	0.0	6
CN1C(=O)CCC12CCN(C(=O)c1cccc(C(F)(F)F)c1)CC2	-0.4	-3	0.1	16
CS(=O)(=O)c1nc(-c2ccc(Cl)cc2)n[nH]1	0.6	9	0.2	14
CCn1c(C(O)c2ccc(OCc3ccccc3)cc2)nc2ccccc21 (stereo not drawn)	0.5	6	0.8	8
OCCN1CCN(c2nccn3c(-c4ccc(F)cc4)cnc23)CC1	0.8	3	0.2	21
COc1ccccc1Cn1nccc1N	1.6	2	0.3	8
Cc1ccc(C)c(NC(=O)CCn2c(=O)oc3ccccc32)c1	-1.4	-1	0.2	10
CN1C(=O)/C(=C/c2cc(Br)ccc2O)NC1=S	1.2	80*	0.1	-28
CCOc1ccc(C2CNC(=O)C2C(=O)OC)cc1OCC (stereo not drawn)	-0.9	-16	-0.1	2
Cc1ccc(S(=O)(=O)NC(CC(C)C)C(=O)Nc2cccc(C)c2)cc1 (stereo not drawn)	-0.4	8	0.1	13
O=C(NCc1ccc(Cl)cc1)c1nn2c(c1Cl)NC(c1ccc(Cl)cc1)CC2C(F)(F)F (stereo not drawn)	-0.1	24	0.1	1
COc1ccc(NC(=O)Nc2nnc(COc3cc(C)cc(C)c3)s2)cc1	0.8	-1	0.1	-5
Cc1ccc(C(=O)NCc2ccc(Cl)c(Cl)c2)o1	0.6	4	0.0	10
CCN(C(=O)/C=C/c1ccc(OC)c(OC)c1)C1CCCCC1	1.0	-7	0.2	1
COCCNC(=O)c1sc2ncnc(NCc3cccc(F)c3)c2c1C	-0.1	0	-0.1	-10
N=C1/C(=C/c2ccc(OCc3ccc4c(c3)OCO4)c(Cl)c2)C(=O)N=C2SC=CN12	-4.6	39*	0.1	-5
CC(=O)CSc1ncnc2c(-c3ccc(F)cc3)nsc12	0.4	-55	-0.1	4
N=C1/C(=C\c2ccc(OCc3ccccc3)cc2)C(=O)N=C2SC(N3CCOCC3)=NN12	-1.3	-5	0.5	5
Cc1ccc([N+](=O)[O-])cc1-c1ccc(/C=C2/SC(=O)NC2=O)o1	0.0	-6	0.6	20

Single values from above:
CC(=O)CSc1ncnc2c(-c3ccc(F)cc3)nsc12 – GPR151 ag = 0.4
CC(=O)OCC1OC(Oc2ccccc2)C(OC(C)=O)C(OC(C)=O)C1OC(C)=O (stereo not drawn) – TEAD-YAP inh = -1
OCCN1CCN(c2nccn3c(-c4ccc(F)cc4)cnc23)CC1 – MITF inh = 21

Continuation:
SMILES	GPR151 ag	TEAD-YAP inh	FBW7 activator	MITF inh
O=S(=O)(NCc1ccncc1)c1ccc(Br)cc1Br	1.1	32*	-0.1	5
Cc1ccc(Cl)cc1N1CCN(C(=O)CCn2c(=S)[nH]c3cc4c(cc3c2=O)OCO4)CC1	-0.3	3	0.3	17
CCN(CC)c1ccc2cc(C(=O)Nc3cccnc3N3CCOCC3)c(=O)oc2c1	0.7	8	0.0	5
N#Cc1cc(Cl)c(NCC2CCCO2)cc1C#N (stereo not drawn)	0.4	-6	-0.2	-5
COC(=O)C1=C(C)NC(=S)NC1c1cccc(Oc2ccccc2)c1 (stereo not drawn)	2.0	13	0.0	-9
COCCNC(=O)c1ccccc1NC(=O)c1cccc(Cl)c1	0.8	7	0.0	9
Cc1ccc(NS(=O)(=O)c2ccc(Br)cc2)cc1Cl	-0.2	7	0.1	7
COP(=O)(OC)C(Nc1cccc([N+](=O)[O-])c1)c1cccc([N+](=O)[O-])c1 (stereo not drawn)	1.0	-3	-0.1	-8
CC1Sc2sc(=S)sc2SC(C)(C)C1=O (stereo not drawn)	0.3	0	-0.3	7
Cc1cc([N+](=O)[O-])nn1CC(=O)Nc1cc(C(F)(F)F)ccc1Cl	-0.3	-1	-0.2	5
c1ccc(Nc2ccc(-c3ccc(Nc4ccccc4)cc3)cc2)cc1	0.3	9	0.0	11
Cc1ccc(S(=O)(=O)NC(CC(=O)NCc2ccco2)c2ccco2)cc1 (stereo not drawn)	0.5	0	0.0	-7
COc1ccc(S(=O)(=O)Nc2cc3c4c(oc3c3ccccc23)CC(C)(C)CC4=O)cc1	1.1	-4	-0.1	-7
CCOc1ccc(C2NN=C(c3ccccc3)S2)cc1 (stereo not drawn)	-5.5	71*	0.1	1
O=C(NCc1ccccc1)NC1(C(=O)N2CCN(c3ncccn3)CC2)CCCCC1	-0.3	-8	-0.2	4
Cc1cc(C)cc(NC2=C(N(C)C)C(=O)c3ccccc3C2=O)c1	3.8	-7	-0.3	7
COc1ccc(-c2noc(CC(=O)N(Cc3ccccc3)C(C)C)n2)cc1	-3.5	-3	0.1	-3
CC(=O)Nc1ccc(C(=O)N2CCN(c3cccc(C(F)(F)F)c3)CC2)cc1	2.5	-6	0.1	-1
CC(C)(Oc1ccc(Cl)cc1)C(=O)Nc1nnc(-c2ccncc2)s1	0.9	-3	0.0	12
COCCNC(=O)/C(C#N)=C/c1ccc2c(c1)OCO2	-0.3	-13	-0.1	-2
COc1cc(NC(=O)c2cccc(-n3cc(NC(=O)Nc4cccc(Cl)c4)cn3)c2)ccc1N1CCOCC1	1.8	7	-0.1	7
CCCCn1c(O)c(/C=C2\C=Nc3ccccc32)c(=O)[nH]c1=S	0.9	5	-0.5	-15
O=C(COC(=O)c1cc(-c2ccco2)nc2ccccc12)c1ccc[nH]1	-1.1	5	0.0	48
CCN(c1ccc(F)cc1)S(=O)(=O)c1ccc2[nH]cc(C(=O)N3CCN(c4ccccc4)CC3)c(=O)c2c1	0.1	-4	0.7	29
CS(=O)(=O)c1ccc(C(=O)Nc2nc(-c3ccc(Br)s3)cs2)cc1	0.3	10	0.0	7
SMILES	GPR151 ag	TEAD-YAP inh	FBW7 activator	MITF inh
Fc1ccc(-c2cccc3ccc(N4CCN(c5ncccn5)CC4)nc23)cc1	1.4	-2	0.2	3
CCn1cc(CNc2nc(C)c(-c3ccn(C(C)COC)n3)s2)c(C)n1 (stereo not drawn)	0.4	8	0.4	5
O=C(N/N=C/c1cc(Cl)cc([N+](=O)[O-])c1O)c1ccc(F)cc1	-0.1	9	0.0	-2
COC(CNC(=O)CCc1c(C)nc2cc(-c3ccc(Cl)cc3)nn2c1C)OC	0.6	-10	0.2	15
CCOCCCn1c(=S)[nH]c2cc(C(=O)NCc3cccc(Cl)c3)ccc2c1=O	0.8	-16	0.1	-3
O=C(Cc1cn(-c2ccc(Cl)nn2)c2ccccc12)NCCc1ccc(O)cc1	0.1	3	-0.1	2
COc1cccc(/C=N/N2C(=O)C3C4C=CC(C5CC45)C3C2=O)c1OC (stereo not drawn)	0.8	-1	0.1	-4
COC(=O)c1cc(C(=O)N2CCN(c3ccc(F)cc3)CC2)cc([N+](=O)[O-])c1	1.7	-2	0.0	-4
CC(=O)C1=C(O)C(=O)N(CCCN2CCOCC2)C1c1ccc(C(C)C)cc1 (stereo not drawn)	-0.4	-2	0.8	-8
COc1ccc(S(=O)(=O)N2CCN(C3CCC(c4ccccc4)CC3)CC2)cc1 (stereo not drawn)	2.2	10	0.0	29
O=C(O)/C=C\C(=O)NNC(=S)NCc1ccco1	-0.6	7	0.2	-15
O=C(CSc1nnnn1-c1ccccc1)Nc1ccc(F)c(F)c1F	-0.5	2	0.1	1
CCOc1ccc(N(CCC#N)C(=O)CCl)cc1	1.5	46*	-0.1	-8
CNC(=S)Nc1ccc(OC)cc1C	-0.8	8	-0.1	12
CC(C)(C)n1ncc2c(=O)n(Cc3cccc(C(F)(F)F)c3)cnc21	-0.5	-5	1.4	13
CCn1c(C)c(C2=CCN(S(=O)(=O)c3ccc(OC)c(OC)c3)CC2)c2ccccc21	-0.8	-4	-0.1	-6
O=C1OC(c2ccc3c(c2)OCO3)=N/C1=C\c1ccccc1Cl	1.5	3	0.3	9
OCCN1C[C@@H](O)[C@@H](O)C(O)C1CO (stereo partly drawn)	0.6	1	0.0	12
COc1ccc(CCNC(=O)CCCn2c(SCc3ccc(F)cc3)nc3cc4c(cc3c2=O)OCO4)cc1OC	0.7	-3	0.3	12
c1ccc(CN2CCC(Nc3ncnc4nc(Nc5nccc6ccccc56)[nH]c34)CC2)cc1	0.6	1	-0.2	9
O=C(OC1CCOC1=O)c1cccc(NS(=O)(=O)/C=C/c2ccccc2)c1 (stereo not drawn)	0.6	-1	-0.2	-3
O=C(O)/C=C/c1cn(-c2ccccc2)nc1-c1ccc2c(c1)OCCO2	-0.9	5	0.0	-2
S=C1NCN(Cc2ccc3c(c2)OCO3)CN1	-1.3	1	-0.1	-11
CCCOc1ccc(C(=O)CCNC(C(=O)O)C(C)O)cc1 (stereo not drawn)	0.0	5	-0.1	5
Cc1ccnc(NC(=O)CCC(=O)N(CC(=O)NCc2ccccc2)CC2CCCO2)c1 (stereo not drawn)	1.8	3	-0.1	-5
SMILES	GPR151 ag	TEAD-YAP inh	FBW7 activator	MITF inh
C/C(=N/Nc1ccc([N+](=O)[O-])cc1)c1ccc(O)cc1O	1.4	-18	-0.1	5
CN(C)/N=C/C=C1\CCC/C(=C\C=N\N(C)C)C1=O	1.0	-16	0.2	17
Cc1ccc(N2CC(C(=O)O)CC2=O)cc1 (stereo not drawn)	-0.7	0	0.1	24
Cc1cccc(Nc2nc(NCc3ccco3)c3ccccc3n2)c1	-0.1	60*	-0.1	-1
Cc1cc2c(cc1S(=O)(=O)NCc1cccs1)OCC(=O)N2	0.3	-8	0.0	1
CC(c1ccccc1)C1CC(=O)N(c2ccc(Cl)c(Cl)c2)C1=O (stereo not drawn)	0.4	-1	0.0	-2
O=C(NCCOc1ccccc1)c1cccc(N2CCCC2CO)n1 (stereo not drawn)	0.8	-31	0.1	13
CSc1ccccc1NC(=O)COc1cccc2c1OC(C)(C)C2	-1.7	-2	0.7	9
CSc1nc2c(c(=O)[nH]1)C(c1cccs1)C1=C(CCCC1=O)N2 (stereo not drawn)	-0.3	-1	-0.2	1
CN1OC2C(=O)N(c3ccccc3)C(=O)C2C1c1ccc(F)cc1 (stereo not drawn)	1.4	-7	0.1	-3
CC1CC(C)CN(S(=O)(=O)c2ccc(F)c(C(=O)NCc3ccc4c(c3)OCO4)c2)C1 (stereo not drawn)	0.1	4	0.0	3
CN(C)CCCOc1cc(-c2cn[nH]c2)c(F)cc1NC(=O)C1COc2ccccc2O1 (stereo not drawn)	-1.6	5	0.1	-16
O=[N+]([O-])c1ccccc1S(=O)(=O)Nc1cccc(C(F)(F)F)c1	0.7	-3	-0.1	-4
O=c1[nH]cc(-c2nc3ccccc3s2)c(=O)[nH]1	-1.0	-8	-0.3	13
Cc1noc(C)c1C(=O)Nc1ccc(S(=O)(=O)Nc2nccs2)cc1	-1.1	-7	1.0	14
COc1ccc2c(c1)cc(C)c1nn(CC(=O)NCCCN3CCCC3=O)c(=O)n12	-1.7	9	0.7	7

Four compounds out of the list, sorted by length of the SMILES, smallest number first:
SMILES	GPR151 ag	TEAD-YAP inh	FBW7 activator	MITF inh
CC(=O)CSc1ncnc2c(-c3ccc(F)cc3)nsc12	0.4	-55	-0.1	4
Fc1ccc(-c2cccc3ccc(N4CCN(c5ncccn5)CC4)nc23)cc1	1.4	-2	0.2	3
Cc1ncc2c(c1CNC(=O)c1ccsc1)CCN(C(C)Cc1ccc(O)cc1)C2 (stereo not drawn)	-1.0	10	-0.1	5
Cc1ccc([N+](=O)[O-])cc1-c1ccc(/C=C2/SC(=O)NC2=O)o1	0.0	-6	0.6	20
